Assay outcomes (PubChem)
UDG counter: Primary qHTS assay for inhibitors of Activation Induced Cytidine Deaminase (AID): UDG Counterscreen signal; Uracil-DNA glycosylase; FRET deamination/UDG coupled assay, UDG read, 4 h; Potency, µM (top dose mostly 115 µM), for the others: top-dose activity change, negative = inhibition, most hits filed as inhibitors; AID 1347430, 2020; 91,000 compounds, 0.14% hits; further: nearly all actives have a fitted effect of over 65% in size
AID inhibitor: Primary qHTS assay for inhibitors of Activation Induced Cytidine Deaminase (AID): AID signal. Single-stranded DNA cytosine deaminase (Homo sapiens), Q9GZX7. AID deamination FRET fluorescence, UDG-coupled, 4 h. Potency, µM (top dose mostly 115 µM), for inactives: at the top dose activity change, negative = inhibition, actives largely listed as inhibitors. 91,000 compounds, 0.32% hits; further: nearly all actives have a fitted effect of over 25% in size
Target sequence (Q9GZX7 whole entry, looked up): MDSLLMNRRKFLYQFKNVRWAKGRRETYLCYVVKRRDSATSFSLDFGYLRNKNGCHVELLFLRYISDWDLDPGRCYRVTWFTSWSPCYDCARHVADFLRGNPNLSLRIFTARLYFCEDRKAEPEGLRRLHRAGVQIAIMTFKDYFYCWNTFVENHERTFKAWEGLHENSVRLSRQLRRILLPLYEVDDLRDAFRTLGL
The depositor's hits bear a star; u = inconclusive; [ ] = remark or other dose. The call rests on the fitted dose curve; in most records, active means well fitted curve in the direction sought with a large enough effect; inconclusive means small, poorly fitted or top-dose-only effect, or another doubt; inactive means no such curve, though single readings can be large; an effect the other way counts as inactive or inconclusive. On the % scale 0 is the no-effect control and ±100 the full control effect; potency means the concentration at half of the fitted maximal effect. Not all compounds are listed (hit frequency here may not be typical).

SMILES	UDG counter	AID inhibitor
Cc1ccc(/C=C2\Oc3cc(OS(=O)(=O)c4ccc(C)cc4)ccc3C2=O)cc1	8%	0%
CC(C)c1ccc(NC(=O)CSC2=Nc3ccccc3C3=NC(CC(=O)NCc4ccco4)C(=O)N23)cc1 (configuration not stated)	-18%	-4%
CC(C)OCCCNC(=O)c1cc2cc(S(=O)(=O)N(C)C)ccc2n1Cc1ccccc1	-14%	-21%
CC1(C)CC(NC(=S)Nc2ccccc2F)CC(C)(C)N1	10%	-5%
CCOC(=O)c1ccc(NC(=O)CC2C(=O)N(c3ccccc3)C(=O)N2Cc2cccs2)cc1 (configuration not stated)	u	6%
CCOC(=O)c1sc(NC(=O)Nc2ccc(F)cc2)nc1C	26%	-3%
O=C(NCCc1ccc(Cl)cc1)c1ccc(CS(=O)(=O)c2ccc(Cl)cc2)o1	-14%	u
Cc1ccccc1-c1nc(C#N)c(N2CCN(Cc3ccccc3)CC2)o1	-9%	-16%
CCOc1ccc(N2CC(c3nc4ccccc4n3CCOc3ccccc3OC)CC2=O)cc1 (configuration not stated)	3%	u
O=C(COc1ccccc1Cl)Nc1nnc(S(=O)(=O)N2CCCC2)s1	9%	27%
NS(=O)(=O)c1cccc2nsnc12	2%	-5%
CN1CCC2(CC1)Oc1ccccc1C1CC(c3ccc(Cl)c(Cl)c3)=NN12 (configuration not stated)	6%	-10%
COc1ccc(CCNC(=O)C(C(C)C)N2Cc3ccccc3C2=O)c(OC)c1OC (configuration not stated)	11%	10%
COC(=O)c1c(-c2ccc(Cl)cc2)noc1N1CCN(c2ccc(C)cc2C)CC1	-9%	-9%
COc1ccc(CCNC(=O)c2sc3nc4n(c(=O)c3c2C)CCCC4)cc1OC	-1%	-16%
COc1ccc(OCC(=O)NC2CC(=O)N(c3cccc(OC)c3)C2)cc1 (configuration not stated)	-4%	2%
CC(C)C(=O)N/N=C/C=C/c1ccccc1	-10%	-6%
Cc1ccc(C(=O)/C=C/c2ccc(-c3ccccc3)cc2)cc1[N+](=O)[O-]	7%	-3%
COc1cccc(-c2ocnc2C(=O)Nc2cccc(C)c2C)c1	-2%	-3%
COc1ccc(NS(=O)(=O)c2ccc3c(c2)n(C)c(=O)c(=O)n3C)cc1Cl	-7%	0%
CCOC(=O)c1c(C)oc2nc(C)nc(NCc3ccccc3Cl)c12	0%	1%
COC(=O)c1sc2cccc(F)c2c1S(=O)(=O)NCc1ccccc1Cl	7%	-21%
CCCC(C)NC(=O)C1CCN(C(C)=O)CC1 (configuration not stated)	-7%	-5%
Nc1ccc(N=Cc2ccc(Cl)cc2Cl)cc1Cl	6%	-10%

A second format for some results above:
Order of results: UDG counter | AID inhibitor
CC(C)OCCCNC(=O)c1cc2cc(S(=O)(=O)N(C)C)ccc2n1Cc1ccccc1
 : -14% | -21%
CC1(C)CC(NC(=S)Nc2ccccc2F)CC(C)(C)N1
 : 10% | -5%
CCOC(=O)c1ccc(NC(=O)CC2C(=O)N(c3ccccc3)C(=O)N2Cc2cccs2)cc1 (configuration not stated)
 : u | 6%
CCOC(=O)c1sc(NC(=O)Nc2ccc(F)cc2)nc1C
 : 26% | -3%
O=C(NCCc1ccc(Cl)cc1)c1ccc(CS(=O)(=O)c2ccc(Cl)cc2)o1
 : -14% | u

Additional structures.
SMILES	UDG counter	AID inhibitor
CCOc1ccc(NS(=O)(=O)c2ccc3c(c2)CCN3C(C)=O)cc1	-13%	52%[activator]
COc1cccc(/C=C(/C#N)C(=O)c2c(Cl)cccc2Cl)c1	0%	-7%
O=C(NCCc1ccc(Cl)cc1)c1ccc(CS(=O)Cc2cccc(Cl)c2)o1 (configuration not stated)	3%	-15%
Cc1ccc(CN(c2ccc(C(=O)NCc3ccccc3C)cc2)S(C)(=O)=O)cc1	-4%	0%
Cc1cc(C)cc(NC(=O)c2sc3nc4n(c(=O)c3c2C)N=C(c2ccccc2)CS4)c1	-11%	-14%
CCOc1ccc(NC(=O)Cn2c(=O)nc(-c3ccccc3)c3ccccc32)cc1	5%	6%
Cc1cc(C)c(NC(=O)Cn2c(=O)n(-c3ccc(CC(=O)NCC4CCCO4)cc3)c(=O)c3ccccc32)c(C)c1 (configuration not stated)	-4%	-4%
O=c1oc2ccc(Cl)cc2cc1S(=O)(=O)N1CCCC1	-6%	-9%
CCOc1ccc(C(=O)Nc2ccc3c(c2)OCCO3)cc1Br	-11%	0%
CCOC(=O)c1sc(NC(=O)c2cc(-c3ccc(F)cc3)on2)c(C(=O)OCC)c1C	-27%	15%
CC(C)c1ccc(Nc2c(-c3ccccn3)nc3ccccn23)cc1	-23%	u
CCOc1ccccc1C1C(C(=O)Nc2ccc(OC)cc2)=C(C)Nc2nc(CCCO)nn21 (configuration not stated)	29%	-6%

6 compounds from above, ordered by their value in AID inhibitor, highest first.
compound | AID inhibitor
CCOc1ccc(C(=O)Nc2ccc3c(c2)OCCO3)cc1Br | 0%
Cc1cc(C)c(NC(=O)Cn2c(=O)n(-c3ccc(CC(=O)NCC4CCCO4)cc3)c(=O)c3ccccc32)c(C)c1 (configuration not stated) | -4%
CCCC(C)NC(=O)C1CCN(C(C)=O)CC1 (configuration not stated) | -5%
Nc1ccc(N=Cc2ccc(Cl)cc2Cl)cc1Cl | -10%
Cc1ccccc1-c1nc(C#N)c(N2CCN(Cc3ccccc3)CC2)o1 | -16%
CC(C)OCCCNC(=O)c1cc2cc(S(=O)(=O)N(C)C)ccc2n1Cc1ccccc1 | -21%

Following part
SMILES	UDG counter	AID inhibitor
CCOCCCNC(=O)C(c1ccccc1)N(Cc1ccc2c(c1)OCO2)C(=O)c1ccc(NC(C)=O)cc1 (configuration not stated)	2%	4%
CNC(=O)c1cccc(NC(=O)C2CCCCC2)c1	-2%	2%
Cc1ccc(-n2ncc(C(=O)NCCCN3CCCCC3)c2C2CCN(C(=O)OC(C)(C)C)CC2)cc1	41%[activator]	-20%
NS(=O)(=O)c1ccc(CCNC(=O)c2ccc3nc(Cc4ccccc4)oc3c2)cc1	36%[activator]	4%
O=C(O)c1ccc2ccccc2n1	-7%	-2%
Cc1ccc(N(C)C(=O)CC(C)S(=O)(=O)c2ccc3c(c2)NC(=O)CO3)cc1 (configuration not stated)	-19%[57.5 µM]	u
CC(C)(C)C1CCc2c(sc3c2C(c2ccc(O)cc2)CC(=O)N3)C1 (configuration not stated)	-1%	-5%
Cc1cccc(NC(=O)c2sc3nc4n(c(=O)c3c2C)N=C(c2ccc(F)cc2)CS4)c1C	-14%	-4%
COc1ccc2[nH]c(C)c(C(=O)CN3CCC(Cc4ccccc4)CC3)c2c1	89µM*	-28%
COC(=O)C1=C(C)OC(n2cccc2)=C(C#N)C1c1cccc(OC)c1OC (configuration not stated)	-5%	-10%
CCCCCn1c(=O)c2c(nc3n2CCN3c2ccc(Br)cc2)n(C)c1=O	8%	4%
Cc1cn(C)c(CC(=O)NCc2ccc(Cl)cc2)c1C(=O)O	-5%	-7%
NCCS(=O)O	-2%	1%
O=c1c2oc3ccccc3c2n(Cc2ccc(F)cc2)c(=O)n1Cc1ccco1	9%	1%
CCCn1c2ccccc2c2cnn(CC(=O)NCCN(CC)CC)c(=O)c21	5%	22%
CC(Sc1nc2cc(Cl)ccc2s1)C(=O)NCc1ccc2c(c1)OCO2 (configuration not stated)	-2%	-5%
COc1ccccc1C1(c2ccc(O)cc2)CCCC1	0%	1%
Cn1ncc(C(=O)N2CCN(c3ccc(F)cc3)CC2)c1C1CCN(C(=O)OC(C)(C)C)CC1	3%	-10%
CCOc1ccc(CCNC(=O)c2cn(-c3cccc(OC)c3)c(=O)c3ccccc23)cc1	3%	-1%
O=C(Nc1ccc(F)cc1F)c1nn(Cc2ccccc2)c(=O)c2ccccc12	3%	-12%
CC(Oc1ccc(F)cc1Cl)C(=O)NN (configuration not stated)	-17%	-4%
CC(/C=C/c1ccccc1)=N\OC(=O)c1ccc(Cl)cc1Cl	7%	-5%
Cc1ccc(C2N3CC4(C)CN2CC(C)(C3)C4=O)cc1 (configuration not stated)	-9%	-9%
CCC(=O)N1CCN(c2oc(/C=C/c3ccc(OC)cc3)nc2C#N)CC1	-10%	-12%
COC(=O)c1c(NC(=O)c2nc3nc(C)cc(C(F)F)n3n2)sc2c1CCCC2	-5%	-4%
Oc1ccc(N=Cc2cccc3ccccc23)cc1	u	u
CCOC(=O)c1ccccc1NC(=O)c1cnn(-c2ccc(OC)cc2)c1C1CCN(C(=O)OC(C)(C)C)CC1	-15%	10%
Cc1nc2cc(NC(=O)C3CC(=O)N(C4CCCC4)C3)ccc2o1 (configuration not stated)	-4%	15%
COc1cccc(NC(=O)CSc2nc3c(=O)[nH]cnc3n2-c2ccc(C)cc2)c1	0%	-7%
CCC(C)(C)NC(=O)c1ccccc1OCc1ccc(Cl)cc1	-2%	2%
O=C(O)C1=CC(=C(c2ccc(O)c(C(=O)O)c2)c2ccc(O)c(C(=O)O)c2)C=CC1=O	u	u
CC(O)CNS(=O)(=O)c1ccc(-c2ccc(S(=O)(=O)NCC(C)O)cc2)cc1 (configuration not stated)	-4%	-1%
Cc1ccc(NC(=O)CN(C)S(=O)(=O)c2cccc3cccnc23)c(C)c1	-5%	-1%
CS(=O)(=O)Cc1ccc(C(=O)Nc2cc(F)ccc2F)cc1	3%	-1%
CCNC(=O)NC(=O)C(C)Sc1ccc(F)cc1 (configuration not stated)	8%	10%
CCN(C(=O)c1sc2cc(OC)ccc2c1Cl)c1ccccc1	4%	u
CCOc1ccc(OCC)c(Nc2nc3ccccc3c3nnc(C)n23)c1	-5%	3%
Cc1cc(C(=O)N2CCN(S(=O)(=O)c3ccc(Cl)cc3)CC2)on1	5%	-11%
O=C(O)c1cc(C2CC2)nc2c1c(=O)[nH]c(=O)n2C1CC1	-3%	-3%
Cc1sc(NC2CCCC2)nc1-c1ccc(NS(C)(=O)=O)cc1	9%	3%
CC(Oc1ccccc1)C(=O)Nc1nc2ccc(S(N)(=O)=O)cc2s1 (configuration not stated)	-6%	-9%
CCc1nnc(SCC(=O)Nc2cc(OC)ccc2OC)nc1CC	-9%	3%
Cc1cccc(-c2cc(NC(=O)COc3ccccc3F)n(-c3ccccc3)n2)c1	u	-7%
Fc1c(F)c(F)c(N=Cc2ccsc2)c(F)c1F	-4%	-1%
CCN(CC)C(=O)c1sc2c(c1C)c(=O)n(-c1ccc(C)c(C)c1)c(=O)n2Cc1cc(=O)n2ccccc2n1	-12%	-12%
CC(NC(=O)NCCNc1cnccn1)c1ccc(C#N)cc1 (configuration not stated)	2%	-1%
CC(=O)N1CCc2c(sc3c2c(=O)n(-c2ccc(C)cc2)c(=O)n3Cc2ccccc2C)C1	u	0%
Cc1coc2c(C)c3oc(=O)c(CCC(=O)NCCc4ccccc4)c(C)c3cc12	4%	8%
O=C(O)CNS(=O)(=O)c1ccc(C(=O)/C=C/c2ccc(Cl)cc2)cc1	3%	-11%
CCOc1ccc(Cn2c(CNS(=O)(=O)c3ccc([N+](=O)[O-])cc3)nc3cccnc32)cc1	0%	3%
CC(C)CNc1nc(C(=O)Nc2ccc3cc[nH]c3c2)cs1	5%	-3%
COCCn1c(=NC(=O)c2ccc3c(c2)OCCO3)sc2cc(C(=O)OC)ccc21	-1%	1%
COC(=O)C1CCC/C(=C\c2ccc(Cl)cc2)C1=O (configuration not stated)	-1%	-7%
O=C(NCCn1cc(SCc2ccc(F)cc2)c2ccccc21)c1cccs1	-13%	u
Cc1cc(=O)oc2c(C)c(OC(C)C(=O)NC3CC(C)(C)NC(C)(C)C3)ccc12 (configuration not stated)	-3%	2%
COc1ccc(CN(C)CC(O)COc2ccccc2C(C)C)cc1OC (configuration not stated)	7%	-1%
CCN1CCN(CCCNC(=O)c2cc3c(s2)-c2ccccc2OC3)CC1	4%	-2%
CC(C)Oc1ccc(C(=O)N2CCC(c3nc4ccccc4s3)CC2)cc1	6%[57.5 µM]	-6%[57.5 µM]
O=C1CCCC2=C1C(c1ccc(Cl)cc1)CC(=O)N2c1ccccc1F (configuration not stated)	-1%	-17%
CCC(C)(C)C1CCC(NC(=O)CNC(=O)CNC(C)=O)CC1 (configuration not stated)	8%	-5%

Single entries from the list.
Value for CC(C)CNc1nc(C(=O)Nc2ccc3cc[nH]c3c2)cs1 under UDG counter: 5%
Value for COC(=O)C1CCC/C(=C\c2ccc(Cl)cc2)C1=O (configuration not stated) under AID inhibitor: -7%
Value for CCOc1ccc(Cn2c(CNS(=O)(=O)c3ccc([N+](=O)[O-])cc3)nc3cccnc32)cc1 under AID inhibitor: 3%
Value for COCCn1c(=NC(=O)c2ccc3c(c2)OCCO3)sc2cc(C(=O)OC)ccc21 under AID inhibitor: 1%
Value for CC(C)Oc1ccc(C(=O)N2CCC(c3nc4ccccc4s3)CC2)cc1 under AID inhibitor: -6%[57.5 µM]

Continuation.
SMILES	UDG counter	AID inhibitor
CC(C)(C)c1[nH]c2ccc(F)cc2c1C=O	-6%	4%
Cc1ccc(Cc2nc3ccccc3nc2SCC(=O)N2CCCc3ccccc32)cc1	1%[57.5 µM]	7%
CC(=O)N1CCN(c2oc(/C=C/c3ccc(Cl)cc3)nc2C#N)CC1	17%	11%
COC(=O)c1cc2occc2n1CC(=O)Nc1ccc(N(C)C)cc1	4%	18%

Single records, from the list above. Order of values: UDG counter | AID inhibitor
CC(C)Oc1ccc(C(=O)N2CCC(c3nc4ccccc4s3)CC2)cc1 is listed as 6%[57.5 µM] | -6%[57.5 µM]
CCOc1ccc(N2CC(c3nc4ccccc4n3CCOc3ccccc3OC)CC2=O)cc1 (configuration not stated) is listed as 3% | u
